# Screening data as filed in PubChem.
# MsrA inh – bovine MsrA enzyme inhibitors, primary screen, biochemical, absorbance, HTS. Methionine sulfoxide reductase A (Bos taurus). purified bovine MsrA, absorbance read-out. inhibition, % at 15.5 µM. hit rate 0.75% among 360,000. AID 651718, 2012; in the data active = inhibition above about 4.5%;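 also: 0% = vehicle wells with enzyme and 100% = reference inhibitor wells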
# Scp1 inh – Scp-1 phosphatase inhibitors, primary screen, biochemical, colorimetric, uHTS; Carboxy-terminal domain RNA polymerase II polypeptide A small phosphatase 1 (Homo …; Recombinant Scp1, phosphopeptide, malachite green phosphate absorbance; inhibition, % at 20 µM; hit rate 0.88% among 340,000; AID 493091, 2011;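 active = inhibition above about 50% at 20 µM, limit read from the data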;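 also: plate controls were DMSO wells with enzyme for no effect and wells lacking enzyme for full effect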
# Target sequence (Q9GZU7 76-261 limits assumed): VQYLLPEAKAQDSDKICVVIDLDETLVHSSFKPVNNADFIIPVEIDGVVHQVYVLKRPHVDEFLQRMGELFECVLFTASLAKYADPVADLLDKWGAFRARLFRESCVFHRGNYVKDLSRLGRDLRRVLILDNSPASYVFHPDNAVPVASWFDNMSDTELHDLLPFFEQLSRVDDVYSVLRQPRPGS
#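 Material – SCP-1 phosphatase catalytic domain, residues 76-261 · Buffer or medium – Acidic Tris acetate buffer with magnesium and detergent · Also added – Phospho 17-mer peptide substrate · Compound – single 20 µM dose, 1% DMSO · Times – 45 min room-temperature reaction, 5 min colour, 30 min stabiliser · Technique – Phosphate-binding colour reagent, absorbance read at 630 nm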
# bovine MsrA act – bovine MsrA enzyme activators, primary screen, biochemical, absorbance, HTS | activation, % at 10.6 µM | hit rate 0.3% among 360,000 | Methionine sulfoxide reductase A (Bos taurus) | purified bovine MsrA, absorbance read-out; in the data active = activation above about 7.5%;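 also: 0% = vehicle and 100% = reference activator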
# LMPTP block – LMPTP phosphatase inhibitors, primary screen, biochemical, fluorescence intensity, uHTS. inhibition, % at 20 µM. recombinant LMPTP-A, OMFP fluorogenic substrate. hit rate 0.22% among 360,000;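 active = compounds that cut the enzyme signal by at least half of the control window in the single-dose screen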;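 also: plate controls were DMSO wells with enzyme plus substrate for no effect and substrate without enzyme for full effect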
# Target sequence (P24666 whole entry, looked up): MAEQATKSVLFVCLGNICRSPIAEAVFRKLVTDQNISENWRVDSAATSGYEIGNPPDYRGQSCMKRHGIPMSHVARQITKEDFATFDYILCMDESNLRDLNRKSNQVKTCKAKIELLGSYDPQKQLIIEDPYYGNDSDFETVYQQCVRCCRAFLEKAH
#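 test system = LMPTP-A | amount = 0.625 nM LMPTP-A final | reagent = fluorogenic phosphatase substrate OMFP at 400 µM final | incubation = 50 min at room temperature | benchmarks = no-enzyme low control, uninhibited high control | medium = Bis-Tris pH 6.0, DTT, detergent | signal = fluorescence intensity of OMFP turnover product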
# DNMT1 inh – human DNMT1 methyltransferase inhibitors, primary screen, biochemical, molecular beacon, fluorescence, HinP1I cleavage, uHTS. DNA (cytosine-5)-methyltransferase 1 (Homo sapiens), P26358. inhibition (reported as % activation of signal), % at 10 µM. hit rate 0.83% among 360,000. AID 588458, 2011; in the data active = inhibition above about 50%
# SUMO1 PPI mod – modulators of SUMO1 protein-protein interactions, primary screen, biochemical, uHTS; SUMO1 binding to a labelled peptide, TR-FRET, 1 h; Small ubiquitin-related modifier 1 (Homo sapiens), P63165; hit rate 0.33% among 360,000; inhibition, % at 20 µM; in the data active = inhibition above about 37%
# Target sequence (P63165 whole entry, looked up): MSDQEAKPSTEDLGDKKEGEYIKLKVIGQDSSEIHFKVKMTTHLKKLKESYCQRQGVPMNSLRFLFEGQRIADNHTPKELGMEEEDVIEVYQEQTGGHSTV
# eLon inh – inhibitors of E. coli Lon protease, primary screen, biochemical, fluorescence polarization; purified E. coli Lon protease; inhibition, % at 7.94 µM; hit rate 0.42% among 360,000; in the data active = inhibition above about 13%, passing the limit was not always enough;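 also: 0% = enzyme with probe and DMSO and 100% = no enzyme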
# NRP1-CendR mod – modulators of CendR peptide binding to NRP-1, primary screen, biochemical, fluorescence polarization, uHTS. Neuropilin-1 (Homo sapiens), O14786. FAM-RPARPAR peptide binding to NRP-1. inhibition, % at 25 µM. hit rate 0.85% among 360,000;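 active = inhibition or corrected inhibition above about 18%, plus a signal ratio from 0.5 to 1.5, limit read from the data, passing the limit was not always enough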; also: strong numbers were not always called active
# STEP inh – STEP phosphatase inhibitors, primary screen, biochemical, fluorescence intensity, uHTS; inhibition, % at 20 µM; recombinant STEP, OMFP fluorogenic substrate; Tyrosine-protein phosphatase non-receptor type 5 (Homo sapiens), P54829; hit rate 0.25% among 360,000; AID 588621, 2011;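 active = inhibition at 20 µM, scaled per plate between control wells, above about 37%, limit read from the data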;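 also: 0% = DMSO with enzyme and substrate and 100% = substrate only without enzyme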
#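 Measure: Control-normalized % inhibition with plate pattern correction | Test system: STEP phosphatase, cell-free reaction | Medium: pH 6.0 Bis-Tris with DTT and Tween 20 | Technique: Fluorescence, 480/540 nm | Times: Reaction 20 min, ambient temperature | Doses: Single compound dose of 20 µM, 1% DMSO final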
# Tb MetRS inh – T. brucei MetRS inhibitors, primary screen, biochemical, luminescence. methionyl-tRNA synthetase (Trypanosoma brucei brucei). purified T. brucei MetRS, ATP depletion, Kinase-Glo luminescence. inhibition, % at 11.9 µM. hit rate 0.4% among 360,000. AID 624268, 2012;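 active = inhibition above a per-plate cutoff of the control wells' mean inhibition plus 3 SD, cut at about 5.5% in these data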;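 also: 0% = DMSO wells median and 100% = median of wells with control inhibitor compound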
#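 Dosing: 11.9 µM single point; system: parasite MetRS enzyme; technique: luminescence of leftover ATP; times: 15 min enzyme-compound preincubation, 2 h reaction, 10 min detection, 25 °C; replicates: each compound tested once; read-out basis: percent inhibition relative to median high and low control wells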
# Active calls of the source: *; / = not tested or not shown; & = joins results of further samples.
SMILES,MsrA inh,Scp1 inh,bovine MsrA act,LMPTP block,DNMT1 inh,SUMO1 PPI mod,eLon inh,NRP1-CendR mod,STEP inh,Tb MetRS inh
CCN1CCN(c2nc(-c3ccccc3)nc3ccccc23)CC1,1.5,-2,-4,2.6,5,-4,-4,-12,2,-0.2
O=C(CN1CCN(c2ccc(F)cc2)CC1)N(C1CCCC1)C1CCS(=O)(=O)C1 (centres undefined),0.7,-5,0,-0.8,3,15,-12,13,1,-0.2
Fc1ccc(C2CC(c3ccco3)n3ncnc3N2)cc1 (centres undefined),-0.3,2,0,0.3,0,-7,-3,-7,-1,-0.5
CC(C)CNC(=O)COC(=O)c1c2c(nc3ccccc13)/C(=C\c1cccs1)CC2,1.4,7,-3,5.9,-1,-8,-41,-37,0,-0.2
COc1ccc(NC(=S)N2CCOCC2)c(OC)c1,-1.2,-10,-1,-1.1,-1,0,1,5,2,-0.2
CCc1cc(=O)[nH]c(SCC(=O)N2CCOCC2)n1,-0.8,-3,-2,-0.6,3,4,-11,-2,-3,-0.4
COc1ccc(CN(CCc2ccccc2)Cc2ccccc2)cc1OC,-0.3,4,-11,1.2,1,1,-13,5,2,1.2
O=C1CCC(=O)N1c1ccc(-c2nc3ccccc3s2)cc1,-0.3,-1,-11,-0.3,2,5,-6,-30,-4,-0.8
CCOC(=O)c1ccccc1-n1c(C)cc(C2N=C(N)Nc3nc4ccccc4n32)c1C (centres undefined),0.7,5,-5,8.6,-7,1,6,-6,3,0.3
Cc1cccc(N(C)C(=O)c2cc(S(=O)(=O)N3CCc4ccccc43)cn2C)c1,0.6,-12,-1,1.0,-1,3,-2,4,-3,0.0
CNc1ccc(Br)cc(C(=O)/C=C/c2ccc3c(c2)OCO3)c1=O,1.2,15,-5,41,65*,25,-15,-149,1,-0.7
O=C(NCc1cccs1)c1cc(-c2ccccc2)on1,-1.3,0,-9,-0.3,1,-5,1,4,0,-1.4
CC(=O)Nc1cncc(-c2cnn(CC(C)C)c2)n1,0.5,/,-8,5.1,1,-4,3,8,-3,-0.3
COC(=O)c1ccccc1NC1OC(=O)c2ccccc21 (centres undefined),-0.8,-4,-8,-0.3,2,1,-9,-5,-4,-0.3
O=Cc1cccn1-c1nccc(-c2ccco2)n1,-0.8,0,-1,0.2,0,-4,-10,-4,1,-0.6
CN(CC(=O)Nc1ccccc1Cl)C(=O)c1ccc(Cl)c(S(=O)(=O)N2CCCCCC2)c1,-0.3,-13,-2,0.5,-2,-1,0,5,-1,-0.3
O=C(Nc1ccccc1Cl)O/N=C/c1ccc(F)cc1,-0.5,-9,-6,-1.4,-1,-1,-1,5,-1,-1.0
Cc1cccc(NC(=O)Cc2ccc(-c3ccccc3)cc2)n1,-0.9,-6,-2,3.1,-12,1,-5,4,1,-0.2
Cc1ccc(NC(=O)c2cccs2)cc1,0.3,-5,-1,-0.1,1,-1,-4,-5,0,-0.8
O=C1c2sc3nc4ccccc4n3c2C(=O)N1c1ccccc1Cl,0.3,-10,-9,-1.7,-3,1,2,-7,3,-0.8
COCCCNC(=O)c1cc(C(=O)c2c(-c3c(Cl)cccc3Cl)noc2C)c[nH]1,0.7,15,-4,-0.1,-4,-1,3,6,1,-0.4
CCOC(=O)Cc1ccc(NC(=O)c2ccc([N+](=O)[O-])cc2)cc1,0.2,-17,-3,-0.2,4,-8,-3,2,13,0.0
Cc1cccc(C(C)C)c1NC(=O)c1cc2ccccc2o1,0.2,2,-8,-1.0,1,1,-12,-1,0,-1.6
Cc1ccc(-c2noc(CCCC(=O)NCC3CCCO3)n2)cc1 (centres undefined),0.3,-3,-3,-0.2,-3,4,-10,4,-1,-0.2
O=C(CN1CCC(Cc2ccccc2)CC1)N1CCc2ccccc2C1,-0.7,3,-3,-1.4,-2,0,-1,0,0,0.3
Cc1ccc(-c2nc3ccccc3[nH]2)cc1NC(=O)c1ccc2c(c1)OCO2,0.9,-3,-4,0.3,-1,1,5,2,-3,-1.1
O=C(CSc1nnc(Cc2ccccc2)o1)c1ccccc1,-1.0,-10,2,-0.9,-1,4,-11,5,4,0.1
COc1cccc(OC)c1OCCCc1c(C)n[nH]c1C,-0.4,-5,0,0.5,8,4,-5,-3,1,-0.2
Cc1ccc(OCC(=O)NCc2ccccn2)cc1,-0.2,-15,1,-0.4,0,-1,-4,13,0,0.1
Cc1ccc(C(=O)O/N=C(\N)c2ccccn2)cc1Cl,0.4,1,-6,0.4,6,1,1,1,1,-0.9
COc1ccc(CNC(=O)CN2C(=O)C(c3ccccc3)Oc3cccnc32)cc1 (centres undefined),-0.9,-4,-9,0.2,-5,0,-7,8,-2,-0.7
O=S1(=O)CC(N2CCCC2)CN1C1CCCCC1 (centres undefined),-0.9,/,-3,1.1,4,3,3,-8,1,0.3
COc1ccc(C)cc1NS(=O)(=O)c1ccc(Br)s1,0.4,-15,-2,1.1,2,1,-3,-4,-2,0.2
Cc1ccc2c(c1)nnn2C1CCN(C(=O)NCc2ccccc2)CC1,0.9,-5,-3,-0.2,1,0,-2,-2,3,-0.4
Cc1ccc(-c2ncns2)cc1,0.0,-4,-1,-0.7,-4,3,-4,8,1,0.2
O=C1C2C3c4ccccc4C(c4ccccc43)C2C(=O)N1c1nc(-c2ccccc2)cs1 (centres undefined),3.7,-11,-9,1.8,0,0,4,0,0,-0.1
COC(C[C@H](O)CC(=O)COCc1ccccc1)OC,-1.5,-5,-5,-1.4,8,-2,1,-6,0,-0.2
Cc1cc2c(C)c(C)c(=O)[nH]c2cc1N,2.7,-2,-4,17,-17,1,2,2,-2,-0.5
CCCCOc1ccc(S(=O)(=O)n2c(C)nc3ccccc32)cc1,-0.4,-4,-5,1.1,1,0,-4,-1,-1,-0.8
CCOC(=O)CCC(=O)NNC(=O)COc1ccc(C(C)C)cc1Br,-1.1,-4,-5,-0.4,2,-2,-8,-6,-2,-0.3
CC(Sc1ccccc1)C(=O)NN=C1CCCC1 (centres undefined),-1.2,6,-1,1.6,-3,3,-2,-2,1,2.3
CC(OC(=O)Cn1cnc2c1c(=O)n(C)c(=O)n2C)C(=O)NC1CCCCC1C (centres undefined),0.2,-10,-3,-1.0,0,1,-16,-7,0,-0.4
Cc1c(C)n(CCN(C)C)c2ncnc(NCc3ccccc3)c12,0.0,-12,-3,0.7,0,3,-2,12,0,-1.0
COCCn1c(SCC(=O)Nc2cccc(OC)c2)nc2c(oc3ccccc32)c1=O,-0.3,-8,-1,-0.7,-5,0,-9,-3,0,-0.6
CC(=O)n1cc([C@H]2C=C(C(=O)N3CCN(Cc4ccc5c(c4)OCO5)CC3)O[C@@H](OCCCCO)C2)c2ccccc21,0.3,2,-7,-0.3,-10,0,17,-14,2,-0.4
Cc1cc(C)cc(NC(=S)N(Cc2ccc(Cl)cc2)Cc2ccc(C(=O)O)cc2)c1,1.1,0,-2,2.9,-7,2,3,-3,-1,0.1
CC(C)N1C(=O)CCC1C(=O)NCCc1ccc(Cl)cc1 (centres undefined),-0.6,-13,-3,-1.0,-2,-2,-8,0,-1,0.5
COc1cc(C(=O)N/C(=C\c2cn(S(=O)(=O)N(C)C)c3ccccc23)C(=O)N2CCCC2)cc(OC)c1OC,0.6,-5,-5,1.2,-4,3,3,-4,3,-0.7
CCCCCNC(=O)c1cc(S(=O)(=O)N2CCCC2)ccc1F,0.2,-1,-4,-1.5,-2,0,4,10,2,-0.1
CCN(Cc1ccccc1)C(=O)CC(=O)N(CC)Cc1ccccc1,-0.4,2,-2,-1.4,-3,-1,1,21,1,-0.1
CC1CNCCN1S(=O)(=O)c1cccc2cnccc12 (centres undefined),1.1&-2.1,-9&-12,1&-1,0.4&-0.4,-5&-1,-7&-5,3&-1,11&-10,0&2,-0.6&-0.6
